Source: PubChem
HSF1 inh: HSF1 inhibitors in luciferase reporter cells, primary screen, cell-based, NIH3T3, luminescence | NIH3T3-HGL HSE-luciferase, MG132-induced, luminescence 8 h; hits give low values | activity change, negative = inhibition, % at 7.5 µM (by protocol) | 300,000 tested, 0.77% active | AID 2098, 2009;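 active = more than half of replicate wells show activity change below -50%, luminescence cut by over half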;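 note: luciferase reports HSF-1 transcriptional activity via heat shock element; 0% = median of DMSO wells and -100% = zero luminescence signal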
Platelet DG rel: inhibitors of platelet dense granule secretion, primary screen, cell-based, MLPCN, human platelets | human platelet-rich plasma, SFLLRN dense granule ATP release, luminescence | inhibition, %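 (compounds screened at 7.5 µM in platelet-rich plasma)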 | 300,000 tested, 0.22% active | AID 1663, 2009;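 active = mean replicate score, as percent of positive control, at or above 50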
HDAC3 inh: HDAC3 deacetylase inhibitors, primary screen, biochemical, fluorescence, cell-free homogeneous. recombinant HDAC3, fluorogenic peptide/trypsin coupled. inhibition, % at 8.3 µM. 320,000 tested, 0.15% active. AID 2718, 2010; in the data active = inhibition above about 26%, passing the limit was not always enough
Target sequence (O15379 whole entry, looked up): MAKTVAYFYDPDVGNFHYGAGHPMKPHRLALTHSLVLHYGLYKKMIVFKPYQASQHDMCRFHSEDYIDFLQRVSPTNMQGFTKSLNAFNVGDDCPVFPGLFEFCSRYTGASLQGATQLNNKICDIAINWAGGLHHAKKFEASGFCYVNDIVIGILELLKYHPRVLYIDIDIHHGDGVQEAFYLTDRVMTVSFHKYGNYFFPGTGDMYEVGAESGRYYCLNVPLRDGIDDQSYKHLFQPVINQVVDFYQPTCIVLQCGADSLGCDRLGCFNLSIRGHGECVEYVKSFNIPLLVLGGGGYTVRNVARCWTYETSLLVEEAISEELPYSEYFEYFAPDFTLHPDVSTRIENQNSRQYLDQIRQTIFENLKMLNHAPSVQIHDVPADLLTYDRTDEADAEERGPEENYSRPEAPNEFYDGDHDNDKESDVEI
HSF1 activator: HSF-1 activators, primary screen, NIH3T3-HGL cells, MG132 stress, luminescence, single point; NIH3T3-HGL HSF-1 luciferase reporter, 8 h; 100% = twice DMSO control signal; activation, % at 9 µM; 300,000 tested, 1.7% active; AID 504408, 2011;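 active = mean replicate activation of at least 50% with a set share of replicates each reaching 50%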;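 note: 0% = median of the neutral control wells and 100% = twice that signal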
PolyA inhibitor: polyadenylation inhibitors in yeast reporter cells, primary screen, luminescence, S. cerevisiae | S. cerevisiae SKY197-pL101 polyadenylation reporter, beta-gal luminescence; efflux-impaired pdr1/pdr3 knockout yeast; score 100 = 6 SD above DMSO | calls only at 12 µM | 300,000 tested, 0.02% active;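 active = lowest replicate activity score at least 50, where 100 means six control SD above control mean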;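 note: yeast exposed to compound for 9 h at 30 °C; higher score means more reporter readthrough which indicates perturbed polyadenylation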
GSK3A inh: blockers of GSK3A enzyme activity – biochemical, luminescence, cell-free homogeneous, HTS, primary screen; Glycogen synthase kinase-3 alpha (Homo sapiens), P49840; GSK-3 alpha kinase, ADP-Glo luminescence, 60 min; inhibition, % at 10 µM; 320,000 tested, 0.1% active; AID 2650, 2010;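 in the data active = inhibition above about 50%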;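 note: GST-tagged GSK-3 alpha with peptide substrate and 25 µM ATP; 0% = DMSO neutral wells and 100% = GW8510 positive control wells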
GSK3beta inhib: human GSK3beta kinase inhibitors, primary screen, biochemical, cell-free homogeneous, HTS; Glycogen synthase kinase-3 beta (Homo sapiens), P49841; GST-GSK3beta kinase, ADP-Glo luminescence, 60 min; hits give low values; activity score (negative = inhibition), % at 10 µM; 300,000 tested, 0.038% active;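 active = more than half of replicate wells score below -50%, meaning over 50% inhibition versus plate controls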;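 note: 0% = median DMSO wells and -100% = median GW8510 positive control wells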
Target sequence (P49841 whole entry, looked up): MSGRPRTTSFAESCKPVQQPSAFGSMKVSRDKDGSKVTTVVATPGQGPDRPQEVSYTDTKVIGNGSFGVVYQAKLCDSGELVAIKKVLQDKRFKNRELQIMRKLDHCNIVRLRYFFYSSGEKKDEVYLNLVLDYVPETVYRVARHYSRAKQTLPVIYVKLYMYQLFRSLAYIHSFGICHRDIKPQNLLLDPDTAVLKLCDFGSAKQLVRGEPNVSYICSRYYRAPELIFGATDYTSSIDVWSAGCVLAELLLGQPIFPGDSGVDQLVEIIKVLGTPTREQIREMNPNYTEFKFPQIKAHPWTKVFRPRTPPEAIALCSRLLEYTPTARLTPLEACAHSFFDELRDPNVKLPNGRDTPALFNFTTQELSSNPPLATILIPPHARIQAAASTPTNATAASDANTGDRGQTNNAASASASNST
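Test system – GST-tagged human GSK3beta kinase, cell-free · Incubation – 60 min enzyme reaction, room temperature · Signal – ADP-Glo luminescence · Also added – peptide substrate and ATP at 25 µM · Controls – DMSO neutral wells and GW8510 at 20 µM as positive · Buffer or medium – Tris/MgCl2 kinase buffer · Measure – Luminescence-derived activity versus plate DMSO and GW8510 wells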
AI-2 QS modul: Vibrio harveyi AI-2 quorum sensing modulators, primary screen, JMH597 strain, luminescence/OD600 ratio; Vibrio harveyi JMH597 AI-2 luminescence/OD600 ratio, 9 h; hits give low values; strain lacks LuxN and CqsS sensors; 0 = neutral-control median; activity change, % at 7.5 µM; 300,000 tested, 0.4% active; AID 2094, 2009; in the data active = activity change below about -75%, passing the limit was not always enough;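 note: luminescence divided by OD600 gain over 9 h not by final OD600 alone; inactives centre near 13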
Dyrk1A ADPGlo: rat Dyrk1A kinase inhibitors, primary screen, biochemical, single point, plate reader; Dual specificity tyrosine-phosphorylation-regulated kinase 1A (Rattus norvegicus), Q63470; AID 504441, 2011; ADP-Glo luminescence, NFATc1 peptide; inhibition, % at 12.5 µM; 310,000 tested, 0.43% active; in the data active = inhibition above about 50%;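 note: plate controls were vehicle with enzyme for no effect and no enzyme for full effect; many of its hits are not listed in these tables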
HSP90 inh: HSP90 inhibitors, primary screen, cell lysate, luminescence; Rabbit reticulocyte lysate, luciferase refolding luminescence, 3 h; inhibition, % at 5.6 µM; 290,000 tested, 0.91% active;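 active = inhibition above the screen-wide mean plus 3 SD, computed separately per campaign, cut at about 16% in these data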;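 note: 0% = DMSO wells and 100% = 60 µM geldanamycin wells; inhibitors lower the luminescence because luciferase stays unfolded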
Starred values were filed as active, the others as inactive; i = inactive; . = no result given. This is a subset (hit frequency here may not be typical).

The opening 15 records, ahead of the listing:
SMILES	HSF1 inh	Platelet DG rel	HDAC3 inh	HSF1 activator	PolyA inhibitor	GSK3A inh	GSK3beta inhib	AI-2 QS modul	Dyrk1A ADPGlo	HSP90 inh
CC1CCN(S(=O)(=O)c2cc(F)ccc2CN2C(=O)c3cccnc3C2=O)CC1	6	0	2	-3	i	-1	0	8	-4	2
CCOc1ccccc1C(=S)NC1CCCCC1	0	11	3	-9	i	-2	.	.	.	4
N#Cc1c(-c2ccccc2)cc(-c2cccs2)nc1SCC(=O)O	0	3	-1	4	i	-4	2	1	11	1
Cc1ccc(/C(O)=C2\C(=O)C(=O)N(c3cc(C)on3)C2c2cccc(Br)c2)cc1 (centres undefined)	5	3	5	14	i	-11	5	12	7	-2
COc1ccc(S(=O)(=O)N2CCOC2CNC(=O)C(=O)NCc2ccc3c(c2)OCO3)cc1 (centres undefined)	0	4	2	-13	i	1	-1	9	-11	2
O=c1[nH]c(COc2ccc(Cl)cc2Br)nc2ccccc12	39	20	-4	61*	i	-1	-3	6	1	0
CCC(=O)N1c2ccccc2C(N(C(=O)CC)c2ccccc2)CC1C (centres undefined)	11	7	-6	45	i	-1	-3	34	0	2
NS(=O)(=O)c1ccc(CNC(=O)CSc2ccccc2)cc1	-7	8	-10	4	i	-2	-1	-4	3	1
Cc1ccc2nc(N/C(=N/S(=O)(=O)c3cccs3)c3ccccc3Cl)sc2c1	0	-1	7	40	i	-3	4	33	.	1
COc1cccc(-n2c(SCc3ccccn3)nc3c(c2=O)SCC3)c1	-1	1	3	13	i	-2	4	37	2	-4
Cn1c(Cl)cnc1C(O)(c1ccccc1)c1ccccc1	5	4	-3	5	i	-1	-3	6	21	-2
COc1cccc(CNc2ccc([N+](=O)[O-])cc2Cl)c1O	72	4	3	97*	i	0	0	18	12	-2
CN(C(=O)c1ccc(C#N)cc1)c1nnc(-c2cnccn2)s1	1	2	3	32	i	1	1	19	1	1
CC(=O)Nc1ccc(OCC(=O)N2CCc3ccccc3C2)cc1	-2	-15	1	35	i	-1	-1	21	-6	-4
CCOc1ccccc1C(=O)NCC(=O)NCCc1ccc(S(N)(=O)=O)cc1	-8	0	2	4	i	0	-1	9	-4	4

The listing (from the top)
SMILES	HSF1 inh	Platelet DG rel	HDAC3 inh	HSF1 activator	PolyA inhibitor	GSK3A inh	GSK3beta inhib	AI-2 QS modul	Dyrk1A ADPGlo	HSP90 inh
CC1CCN(S(=O)(=O)c2cc(F)ccc2CN2C(=O)c3cccnc3C2=O)CC1	6	0	2	-3	i	-1	0	8	-4	2
CCOc1ccccc1C(=S)NC1CCCCC1	0	11	3	-9	i	-2	.	.	.	4
N#Cc1c(-c2ccccc2)cc(-c2cccs2)nc1SCC(=O)O	0	3	-1	4	i	-4	2	1	11	1
Cc1ccc(/C(O)=C2\C(=O)C(=O)N(c3cc(C)on3)C2c2cccc(Br)c2)cc1 (centres undefined)	5	3	5	14	i	-11	5	12	7	-2
COc1ccc(S(=O)(=O)N2CCOC2CNC(=O)C(=O)NCc2ccc3c(c2)OCO3)cc1 (centres undefined)	0	4	2	-13	i	1	-1	9	-11	2
O=c1[nH]c(COc2ccc(Cl)cc2Br)nc2ccccc12	39	20	-4	61*	i	-1	-3	6	1	0
CCC(=O)N1c2ccccc2C(N(C(=O)CC)c2ccccc2)CC1C (centres undefined)	11	7	-6	45	i	-1	-3	34	0	2
NS(=O)(=O)c1ccc(CNC(=O)CSc2ccccc2)cc1	-7	8	-10	4	i	-2	-1	-4	3	1
Cc1ccc2nc(N/C(=N/S(=O)(=O)c3cccs3)c3ccccc3Cl)sc2c1	0	-1	7	40	i	-3	4	33	.	1
COc1cccc(-n2c(SCc3ccccn3)nc3c(c2=O)SCC3)c1	-1	1	3	13	i	-2	4	37	2	-4
Cn1c(Cl)cnc1C(O)(c1ccccc1)c1ccccc1	5	4	-3	5	i	-1	-3	6	21	-2
COc1cccc(CNc2ccc([N+](=O)[O-])cc2Cl)c1O	72	4	3	97*	i	0	0	18	12	-2
CN(C(=O)c1ccc(C#N)cc1)c1nnc(-c2cnccn2)s1	1	2	3	32	i	1	1	19	1	1
CC(=O)Nc1ccc(OCC(=O)N2CCc3ccccc3C2)cc1	-2	-15	1	35	i	-1	-1	21	-6	-4
CCOc1ccccc1C(=O)NCC(=O)NCCc1ccc(S(N)(=O)=O)cc1	-8	0	2	4	i	0	-1	9	-4	4
Cc1cccc(N2CCN(C(=O)C3CCN(S(=O)(=O)c4cccc5nsnc45)CC3)CC2C)c1 (centres undefined)	-3	1	-5	1	i	1	-4	10	4	-2
C/C=C/c1cc(OC)c2c(c1)[C@H](C)[C@@H](c1ccc(O)c(OC)c1)O2	-3	0	11	-3	i	-5	1	7	-4	.
CCC1Nc2ncnc(N3CCN(c4ccccc4)CC3)c2N(Cc2ccc(Cl)cc2)C1=O (centres undefined)	11	0	0	22	i	-3	1	-8	5	.
COc1ccc(C2(O)CCN(CC(=O)Nc3nccs3)CC2)c(OC)c1	2	2	7	-3	i	0	2	30	3	4
C/C(=N\NC(=O)c1ccccc1)c1ccc(-n2ccnc2)cc1	-7	13	6	24	i	0	-3	3	-41	3
O=C(NC1CCCC1)c1cc2ccccc2o1	-5	3	-5	-3	i	1	-1	8	1	-1
CCN(CC)c1ccc(/C=N/Nc2ccccc2)c(O)c1	-15	4	8	-16	i	0	-5	12	3	-3
CCN(CC)C(=O)CN(c1cc2c(cc1OC)oc1ccccc12)S(=O)(=O)c1ccc(C)cc1	1	8	2	26	i	-3	1	32	7	4
COc1ccc(C)cc1NC(=O)CSc1nnc(COc2ccc(C)cc2)n1Cc1ccco1	-5	0	.	-2	i	.	-2	13	8	3
COc1ccc(C(=O)N2CCN(S(=O)(=O)N3CCOCC3)CC2)cc1OC	-4	6	0	6	i	-2	4	16	-9	-3
CCN(CC)CC(=O)NC1CCCc2c1cnn2-c1cc(F)cc(F)c1 (centres undefined)	8	-2	0	-3	i	-1	-4	12	.	6
O=C(COC(=O)c1cccnc1Cl)c1ccc(F)cc1	6	7	0	22	i	1	0	-15	1	0
O=C(OCc1ccccc1)c1ccc(Br)o1	-2	6	1	6	i	5	3	8	1	1
O=C(NCC(=O)N(CC1CCCO1)C1(C(=O)NC2CCCCC2)CCCCC1)c1ccccc1 (centres undefined)	0	-1	0	26	i	-4	-1	13	-6	-2
COC(=O)c1cc(-c2cc(OC)ccc2OC)nc2c1c(=O)n(C)c(=O)n2Cc1ccccc1	0	1	-4	33	i	-2	-4	12	-4	8
COc1ccc(-c2cnc3nc[nH]c(=O)c3n2)cc1	16	0	-1	28	i	22	-11	17	26	3
CC(C)(C)c1cc(OS(C)(=O)=O)ccc1O	.	3	-1	.	i	-2	-6	13	4	1
CCC(C(=O)c1ccccc1)P(=O)(NN)c1ccccc1 (centres undefined)	-8	-9	-2	-5	i	-2	-4	25	.	4
O=C(COC(=O)C1COc2ccccc2O1)NC(=O)Nc1ccc2c(c1)OCCO2 (centres undefined)	-9	-17	3	0	i	-4	-1	32	8	6
COc1cccc(-c2c(NC(C)=O)n(C)c3ccccc3c2=O)c1	-46	-3	-1	-57	i	-3	4	52	1	1
Cc1ccc2nc(-c3ccc(NC(=O)CSc4nccc(=O)[nH]4)cc3)sc2c1	-7	2	3	2	i	-6	-1	15	-10	8
COc1ccc(/C(O)=C/c2nc3ccccc3n(-c3ccccc3)c2=O)cc1	6	-7	1	2	.	-4	5	41	2	-1
Cc1c2cnn(CC(=O)NC3CCCC3)c(=O)c2c(C)n1Cc1ccccc1	4	1	-4	12	i	-1	-1	10	0	-7
COc1ccc(C(=O)CCc2ccccc2O)c(OC)c1	44	-2	4	58*	i	2	0	-7	6	-6
Cc1ccc2nc(NC(=O)c3ccccn3)sc2c1	-5	29	-2	-25	i	3	-2	26	13	61*
COc1cccc(NC(C)C(=O)Nc2cc([N+](=O)[O-])ccc2Cl)c1 (centres undefined)	1	5	-2	3	i	-1	1	6	1	5
CC(O)CNc1nc2ccccc2n1CC(=O)N1CCN(Cc2ccccc2)CC1 (centres undefined)	-4	0	-5	-16	i	-3	6	12	-3	1
COc1ccc(CN2CCN(C(=O)CN3C(=O)C4C5C=CC(C5)C4C3=O)CC2)c(OC)c1OC (centres undefined)	-9	-1	-1	3	i	1	0	12	-8	-2
Cc1ccc(S(=O)(=O)N2CCN(CC(=O)N/N=C/C=C/c3ccccc3)CC2)cc1	13	25	1	32	i	-2	-5	2	-3	-1
O=C1C2CC=CCC2C(=O)N1c1cccc(OS(=O)(=O)c2ccc3ccccc3c2)c1 (centres undefined)	0	-9	5	2	i	.	-1	2	-1	2
CN1C(=O)/C(=C\c2cccc(OCc3ccccc3)c2)SC1=S	-7	6	.	2	i	.	1	19	-7	-5
O=C(Cc1ccc(S(=O)(=O)N2CCCC2)s1)NC1CCCCCC1	3	6	2	13	i	2	1	-47	-1	-1
CCS(=O)(=O)c1ccc(S(=O)(=O)CC)s1	-2	4	-2	0	i	3	2	8	-4	1
CCN(CC(=O)Nc1sc2c(c1C#N)CCCC2)Cc1nc2ccccc2c(=O)[nH]1	-14	15	6	-16	i	-2	6	29	9	1
CN1CCN(S(=O)(=O)CC2(C)C3CCC2(C)C(=O)C3Br)CC1 (centres undefined)	-5	5	-4	-1	i	-2	1	54	11	-3
NNc1nc2c(-c3ccc(Cl)cc3)nnn2c2ccccc12	43	4	-15	73*	i	-1	-3	7	7	-3
CNC(=O)C1CC(=O)N(Cc2ccc3c(c2)OCO3)C(=Nc2ccc(OC)cc2)S1 (centres undefined)	1	2	-1	0	i	-10	0	14	.	3
COc1cc(N)c(Cl)cc1C(=O)OCC(=O)NC1CCCC1	-3	-16	2	5	i	3	-4	11	3	-2
CCOP(=O)(OCC)/C(C#N)=C(\O)c1ccc(OC)cc1	-9	4	1	-6	i	-2	0	9	2	3
CCNC(=O)COC(=O)Cc1ccc(Cl)cc1Cl	15	2	-2	12	i	-1	1	54	-3	1
